# Screening data from PubChem.
# Rv3671c inh: Rv3671c (M. tuberculosis) protease inhibition. hit rate 0.048% among 320,000. inhibition, % at 5.96 µM. P9WHR9; in the data active = inhibition above about 38%;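 also: extracellular domain of Rv3671c used as enzyme; 0% = enzyme with DMSO and 100% = no enzyme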
# Target sequence (P9WHR9 whole entry, looked up, the tested form may be a part): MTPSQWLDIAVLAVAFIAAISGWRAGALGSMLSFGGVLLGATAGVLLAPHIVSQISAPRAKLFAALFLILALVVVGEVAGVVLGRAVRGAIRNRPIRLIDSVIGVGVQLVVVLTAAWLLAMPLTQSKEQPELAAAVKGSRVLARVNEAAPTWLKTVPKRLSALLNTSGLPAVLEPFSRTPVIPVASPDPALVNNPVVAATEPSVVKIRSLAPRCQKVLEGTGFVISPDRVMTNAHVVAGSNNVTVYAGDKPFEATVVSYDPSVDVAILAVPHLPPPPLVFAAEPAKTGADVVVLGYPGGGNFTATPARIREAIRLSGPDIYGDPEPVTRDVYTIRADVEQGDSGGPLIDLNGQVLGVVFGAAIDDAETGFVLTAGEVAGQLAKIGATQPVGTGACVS
# Mtb FBA inh: inhibitors of M. tuberculosis fructose-bisphosphate aldolase. P9WQA3. AID 588726. inhibition, % at 1 µM. hit rate 2.3% among 360,000. purified M. tuberculosis FBA, fluorescence read-out; in the data active = inhibition above about 27%;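 also: 0% = vehicle and 100% = reference inhibitor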
# SARS 3CLpro inh: SARS-CoV 3CLpro protease inhibition | P0C6X7 | recombinant SARS-CoV 3CLpro, quenched FRET peptide cleavage | inhibition, % at 6 µM | hit rate 0.14% among 290,000; in the data active = inhibition above about 12%
# BH1578 lux ind: induces V. cholerae light production without autoinducers; V. cholerae BH1578 lux reporter, luminescence, 6 h; AID 588436; hit rate 0.16% among 350,000; activation, % at 18.7 µM; in the data active = activation mostly above about 9.7%, no sharp cut-off; also: not every result past the cut was called active; inactives centre near 0; reference of the scale not given here
# MazF activator: activators of E. coli MazEF toxin-antitoxin RNase; activation, % at 20 µM; AID 504720; FAM/BHQ RNA-DNA oligo cleavage fluorescence, 5 h; hit rate 0.32% among 350,000; P0AE70; in the data active = activation above about 50%
# Target sequence (P0AE70 whole entry, looked up): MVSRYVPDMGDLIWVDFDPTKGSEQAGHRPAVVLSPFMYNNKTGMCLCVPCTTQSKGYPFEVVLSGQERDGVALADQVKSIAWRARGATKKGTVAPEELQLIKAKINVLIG
# SSB-PriA inh: K. pneumoniae PriA-SSBct interaction inhibition | AlphaScreen SSBct-PriA binding, biotinylated peptide | inhibition, % at 33 µM | AID 1272365 | hit rate 0.6% among 430,000; in the data active = inhibition mostly above about 37%, no sharp cut-off; inactive = mostly below about 20%;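 also: plate controls were negative control peptide for no effect and reference peptide for full effect; strong numbers were not always called active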
# Mtb UGM inh: inhibitors of M. tuberculosis UDP-galactopyranose mutase. P9WIQ1. inhibition, % at 10 µM. hit rate 0.06% among 320,000. purified UGM, fluorescence polarization probe displacement; in the data active = inhibition above about 10%, passing the limit was not always enough
# Mtb BioA inh: BioA (M. tuberculosis) enzyme inhibition; purified M. tuberculosis BioA enzyme, plate reader; inhibition, % at 9.99 µM; hit rate 0.096% among 360,000; AID 602481; in the data active = inhibition above about 40%
# VHR inh abs: inhibitors of human VHR1 phosphatase (DUSP3) | hit rate 0.52% among 290,000 | inhibition, % at 13.3 µM | AID 1654 | recombinant VHR phosphatase, pNPP absorbance | P51452; in the data active = inhibition above about 50%; also: some compounds called inactive have numbers as strong as hits
# Target sequence (P51452 whole entry, looked up): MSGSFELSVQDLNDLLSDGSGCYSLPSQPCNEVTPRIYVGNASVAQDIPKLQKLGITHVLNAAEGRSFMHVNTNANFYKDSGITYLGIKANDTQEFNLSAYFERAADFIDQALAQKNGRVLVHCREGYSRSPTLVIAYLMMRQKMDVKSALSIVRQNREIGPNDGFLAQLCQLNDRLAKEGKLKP
# GDH-TPI inh: inhibits GDH-TPI coupling enzymes, artifact for Mtb FBA screen; inhibition, % at 4.8 µM; hit rate 1.2% among 360,000; GDH-TPI coupled enzyme counterscreen, NADH absorbance; in the data active = inhibition above about 30%;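 also: 0% = DMSO wells and 100% = wells lacking the enzyme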
# * hit, by the source's call; i = inactive; . = not tested or not shown; & = joins results of further samples. An excerpt; the hit share may differ from the screen's.
# Values run as follows: Rv3671c inh	VHR inh abs	SSB-PriA inh	Mtb BioA inh	BH1578 lux ind	GDH-TPI inh	Mtb UGM inh	Mtb FBA inh	SARS 3CLpro inh	MazF activator
COc1ccccc1N(Cc1ccccc1)S(=O)(=O)c1cccc(C(=O)O)c1
→ 6.9	-0.5	16.4	.	-0.2	-5.6	-0.8	-1.1	1.4	-2.1
COc1cccc(CN=CC2=C(O)CC(C)(C)CC2=O)c1OC
→ 3.8	-6.0	-11.9	-0.4	-0.5	7.3	0.1	-3.5	-7.2	17.6
COc1cc(C)c(COc2ncnc3ccccc23)cc1OC
→ 1.9	31.1	-8.4	-5.3	i	0.8	1.7	7.3	3.1	7.2
Cc1[nH]n2c(=O)cc(Cc3ccccc3)nc2c1C#N
→ -3.1	-18.3	-9.9	0.9	i	4.2	3.8	5.0	-3.6	3.8
CC(C)OC(=O)CSc1nnc2n1C(C)(C)Cc1ccccc1-2
→ -11.0	18.2	-21.4	0.6	-6.2	8.2	-0.8	0.9	-0.8	8.3
CSc1nc2sc3c(c2c(=O)n1CC(C)C)CC(C)(C)OC3
→ 4.7	40.5	4.8	-0.1	-0.9	-1.5	1.3	0.0	0.9	6.5
CCCc1nnc(NC(=O)C2CCN(C(=O)C3CC(=O)N(c4ccc(C)cc4)C3)CC2)s1 (centres undefined)
→ -0.9	39.0	-6.2	0.2	-0.5	-6.5	-1.2	1.1	0.2	3.5
Cn1c(=O)[nH]c(=O)c2c1nc1n2CCCN1CCc1ccccc1
→ -2.5	0.2	-2.7	0.2	-0.7	7.2	-2.9	2.2	-1.0	9.3
CC1COc2ccccc2N1C(=O)c1ccccc1Cl (centres undefined)
→ -9.9	.	3.8	0.2	-0.5	6.3	-0.2	1.0	-4.9	4.9
COc1ccc(C(=O)NC(=S)Nc2cccc(S(=O)(=O)N3CCOCC3)c2)cc1
→ 1.5	9.9	25.0	.	-0.4	0.6	-1.9	-1.0	4.3	6.6
CCOC(=O)C1(CCc2ccccc2)CCN(Cc2c(O)cccc2OC)CC1
→ -5.5	15.8	2.5	.	i	2.2	-2.5	-1.1	4.3	-22.2
COC(=O)c1cnn2c(C(F)(F)F)cc(-c3ccc(F)cc3)nc12
→ -4.7	-8.0	-7.9	-1.4	-0.2	-6.4	-1.5	1.3	-5.7	8.5
Oc1ccc(-c2nc3ccccc3nc2-c2ccccc2)cc1
→ -4.9	70.8	-15.7	3.6	-0.4	23.8	2.8	-2.8	4.8	7.3
O=C(O)c1ccccc1N=Nc1c(O)[nH]c2ccc([N+](=O)[O-])cc12
→ 4.7	44.0	-17.1	-0.4	i	0.0	0.7	-5.2	7.6	-24.1
O=C(NCCC(=O)N1CCN(C(=O)c2ccco2)CC1)c1ccc(Br)cc1
→ -8.1	.	-6.0	0.2	i	1.4	2.7	3.5	.	1.2
O=C(CCN1C(=O)c2ccc([N+](=O)[O-])cc2C1=O)Nc1ccc(O)cc1C(=O)O
→ -3.0	-16.0	-6.8	.	i	3.8	1.2	4.2	6.0	-1.1
CCOc1ccc(CN2CCNC(=O)C2CC(=O)NCCCOc2cccnc2)cc1 (centres undefined)
→ -0.5	-9.7	-3.1	3.9	-0.4	-2.7	-0.5	1.4	2.7	9.3
CCCCn1c(N)c(N(CC(C)C)C(=O)c2ccc(C)o2)c(=O)[nH]c1=O
→ 6.7	.	-2.5	-0.2	i	-4.0	-0.1	-1.7	.	-0.3
O=C(O)c1ccccc1C(=O)Nc1nc(-c2ccc3ccccc3c2)cs1
→ -6.6	-3.0	4.3&-19.0	11.6	-1.0	5.2	3.6	0.9	7.3	9.3
O=[N+]([O-])c1ccc(-c2ccn[nH]2)o1
→ 3.5	-8.0	6.1	.	-5.6	13.2	0.0	-0.1	-1.2	11.0
Clc1ccc(C(Cn2ccnc2)OCc2csc3c(Cl)cccc23)c(Cl)c1 (centres undefined)
→ 5.6	.	16.0	-0.9	-0.6	10.1	-1.1	0.5	.	-5.6
Cc1cccc(C)c1OP(N)(=O)OCC(F)(F)F (centres undefined)
→ 5.2	-0.1	-1.5	1.0	-0.2	-4.4	2.0	-0.4	-0.8	-4.5
CCN(CCNC(=O)c1ccc(CSc2nc3ccncc3[nH]2)cc1)c1ccccc1
→ 4.6	3.9	1.1	-0.4	-0.3	8.4	2.6	-1.2	-0.2	8.8
O=S(=O)(c1ccccc1)N1CCC(O)(CSc2ccccc2)CC1
→ -3.5	10.2	-10.4	4.3	-0.3	6.3	1.6	1.6	4.8	3.1
O=C1NCCN1c1ccc(CN2CCN(C3CCCCC3)C(CCO)C2)cc1 (centres undefined)
→ -5.0	4.8	-0.6	2.9	-0.2	15.2	-3.8	2.8	0.3	7.2
CCOC(=O)c1c(O)c2c(n(Cc3ccco3)c1=O)CCCC2
→ -1.9	28.0	-13.2	0.4	-0.8	6.3	1.9	-2.0	1.0	-0.1
COc1cc(C(CC(=O)N2CCOCC2)c2c(OC)cc(OC)c3ccc(=O)oc23)cc(OC)c1OC (centres undefined)
→ -2.3	-0.3	-1.5	-1.0	-0.8	19.8	1.5	1.4	.	4.0
CC1CC(C)CN(C(=O)COC(=O)Cc2ccc(Cl)cc2)C1 (centres undefined)
→ 8.1	.	-17.8	-2.1	i	3.2	0.0	0.0	1.1	7.9
C=CCC(NC(=O)c1ccc(C#N)cc1)C(=O)NCCC (centres undefined)
→ 6.7	.	-7.0	-0.3	-0.5	9.5	0.6	4.4	.	8.3
Cc1c(/C=C/C(=O)c2cccs2)cnn1C
→ 3.4	13.4	-3.2	.	-0.4	29.2	1.8	6.3	-3.1	3.2
COc1ccc(-c2ccc(C(=O)NCCc3ccccc3)c3occc23)c(C)c1
→ .	.	.	0.7	i	10.7	.	16.9	.	.
COc1ccc(CN2CCNC(=O)C2CC(=O)NCCc2cnccn2)cc1C (centres undefined)
→ .	0.3	7.0	-1.4	-0.2	6.5	.	-3.2	3.9	-2.7
O=C(c1cccc2ccccc12)N1CCN(c2ccccc2F)CC1
→ 3.9	8.4	2.8	.	-0.4	-2.7	-1.1	-4.4	-0.5	-2.7
O=C(CSc1nnc(SCC(=O)c2ccco2)s1)c1ccco1
→ 10.1	-12.6	-13.3	0.1	0.4	10.1	0.3	1.0	6.6	-1.5
O=S(=O)(c1cccs1)N1CCN(S(=O)(=O)c2cccs2)CC1
→ 4.0	18.2	0.0&-17.4	.	-0.1	8.7	0.6	-1.8	-2.4	9.4
COc1cccc(-c2c(C(=O)N/N=C/c3ccc(C)o3)nnn2-c2nonc2N)c1
→ -1.6	9.1	.	-1.7	i	46.5*	0.6	-1.1	-0.7	4.5
O=C(Nc1ccc(F)cc1F)c1c(C(F)(F)F)ccnc1Oc1ccc(Cl)cc1
→ 5.0	-10.7	-7.8	0.8	i	9.0	4.1	-2.1	5.4	3.1
CCN(CC)S(=O)(=O)c1ccc(N2CCOCC2)c(NC(=O)C2CC2)c1
→ 6.8	.	-6.9	-0.4	i	-8.1	-3.0	-1.3	.	1.3
NCc1cc2c3c(c1)CCCN3CCC2
→ 0.4	-5.4	-1.0	0.9	0.4	10.0	2.4	6.7	-3.8	-7.9
COc1ccc(C(=O)CSc2nnc(CNC(=O)c3ccc(S(=O)(=O)N(C)C)cc3)o2)cc1
→ 5.9	10.5	-14.0&-10.4&-4.0	-0.9	0.6	-2.8	-2.0	-0.3	-1.5	8.2
CCOC(=O)c1ccc(NC2=CC(=O)C(=O)c3ccccc32)cc1
→ -26.3	34.0	9.8	.	0.6	-0.9	3.1	0.6	3.0	32.0
COc1ccc(CNC(=O)C2CSC(=O)C2)cc1 (centres undefined)
→ 5.8	32.7	-12.5	0.4	-0.4	-7.8	1.7	0.7	2.3	-3.2
CCCCCn1c(C)c2c(OCC)cccc(=O)c2c1C
→ 5.7	-11.7	2.3	3.7	-4.2	0.0	0.2	0.9	0.1	-10.6
COc1ccc(-n2nnc3c(=O)n(CC(=O)N4CCCC4)cnc32)cc1
→ 0.8	22.1	6.4	-2.7	-0.3	0.0	-0.4	2.3	2.4	-2.9
C/C(=N\NC(=S)NCc1ccccc1)c1ccc(C)o1
→ -9.5	1.1	.	1.9	0.7	15.6	0.7	-1.6	2.8	4.1
Cc1cc(N2CCOCC2)nc(-c2ccc(Br)cc2)n1
→ -2.7	-4.8	-17.8	0.8	-0.3	4.9	-0.3	1.7	-10.9	0.6
CNC(=O)C[C@H]1C(=O)N(CCc2ccccc2)C[C@@H]1C
→ .	.	.	-1.5	i	-2.4	.	-1.8	.	0.9
COc1ccc(OCC(O)CN2CCN(c3ncccn3)CC2)cc1 (centres undefined)
→ 0.2	8.2	3.7	.	-0.4	-0.7	0.5	-1.9	1.6	-4.5
Cc1nnc(SCC(=O)Nc2ccc3c(c2)OCO3)s1
→ .	11.4	3.9	-0.5	-0.1	-10.0	.	2.1	6.6	-1.4
O=C(NC1CCCC1)C1CCN(C(=O)Nc2cccc(Cl)c2)CC1
→ 8.4	35.6	-0.1	-0.5	0.4	-13.0	-3.6	-0.8	-0.8	10.9
CCN(CC)CCSc1nc2ccc(OC)cc2[nH]1
→ 10.2	-6.7	-5.2	5.1	i	-10.1	-2.0	9.2	6.9	1.2
O=C(O)c1cc(NCc2ccccc2C(F)(F)F)ccc1N1CCOCC1
→ -5.2	14.7	-11.6	0.7	-1.9	8.9	2.2	-1.3	-0.6	-14.2

# Part of the list above in order of heavy-atom count, low to high.
# Values run as follows: Rv3671c inh	VHR inh abs	SSB-PriA inh	Mtb BioA inh	BH1578 lux ind	GDH-TPI inh	Mtb UGM inh	Mtb FBA inh	SARS 3CLpro inh	MazF activator
NCc1cc2c3c(c1)CCCN3CCC2
→ 0.4	-5.4	-1.0	0.9	0.4	10.0	2.4	6.7	-3.8	-7.9
COc1ccc(CNC(=O)C2CSC(=O)C2)cc1 (centres undefined)
→ 5.8	32.7	-12.5	0.4	-0.4	-7.8	1.7	0.7	2.3	-3.2
CCN(CC)CCSc1nc2ccc(OC)cc2[nH]1
→ 10.2	-6.7	-5.2	5.1	i	-10.1	-2.0	9.2	6.9	1.2
Cc1nnc(SCC(=O)Nc2ccc3c(c2)OCO3)s1
→ .	11.4	3.9	-0.5	-0.1	-10.0	.	2.1	6.6	-1.4
CCCCCn1c(C)c2c(OCC)cccc(=O)c2c1C
→ 5.7	-11.7	2.3	3.7	-4.2	0.0	0.2	0.9	0.1	-10.6
CCOC(=O)c1ccc(NC2=CC(=O)C(=O)c3ccccc32)cc1
→ -26.3	34.0	9.8	.	0.6	-0.9	3.1	0.6	3.0	32.0
COc1ccc(OCC(O)CN2CCN(c3ncccn3)CC2)cc1 (centres undefined)
→ 0.2	8.2	3.7	.	-0.4	-0.7	0.5	-1.9	1.6	-4.5
COc1ccc(-n2nnc3c(=O)n(CC(=O)N4CCCC4)cnc32)cc1
→ 0.8	22.1	6.4	-2.7	-0.3	0.0	-0.4	2.3	2.4	-2.9
O=C(O)c1cc(NCc2ccccc2C(F)(F)F)ccc1N1CCOCC1
→ -5.2	14.7	-11.6	0.7	-1.9	8.9	2.2	-1.3	-0.6	-14.2
COc1ccc(C(=O)CSc2nnc(CNC(=O)c3ccc(S(=O)(=O)N(C)C)cc3)o2)cc1
→ 5.9	10.5	-14.0&-10.4&-4.0	-0.9	0.6	-2.8	-2.0	-0.3	-1.5	8.2
